# TMEM16A act = activators or potentiators of mouse TMEM16A chloride channel. Q8BHY3. HEK293 TMEM16A/YFP-H148Q/I152L, iodide quench fluorescence; active compounds read low. B-score at 10 µM. 0.3% of 340,000 active. AID 623877;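 active = fluorescence-ratio B-score plate-corrected deviation score at least 3 library SD below zero, with starting fluorescence score within 5 deviations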;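 also: channel opened by trigger with iodide after compound preincubation; score built on the fluorescence ratio of max minus min over baseline; more negative score means more quench and so TMEM16A activation or potentiation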
# Target sequence (Q8BHY3 whole entry, looked up): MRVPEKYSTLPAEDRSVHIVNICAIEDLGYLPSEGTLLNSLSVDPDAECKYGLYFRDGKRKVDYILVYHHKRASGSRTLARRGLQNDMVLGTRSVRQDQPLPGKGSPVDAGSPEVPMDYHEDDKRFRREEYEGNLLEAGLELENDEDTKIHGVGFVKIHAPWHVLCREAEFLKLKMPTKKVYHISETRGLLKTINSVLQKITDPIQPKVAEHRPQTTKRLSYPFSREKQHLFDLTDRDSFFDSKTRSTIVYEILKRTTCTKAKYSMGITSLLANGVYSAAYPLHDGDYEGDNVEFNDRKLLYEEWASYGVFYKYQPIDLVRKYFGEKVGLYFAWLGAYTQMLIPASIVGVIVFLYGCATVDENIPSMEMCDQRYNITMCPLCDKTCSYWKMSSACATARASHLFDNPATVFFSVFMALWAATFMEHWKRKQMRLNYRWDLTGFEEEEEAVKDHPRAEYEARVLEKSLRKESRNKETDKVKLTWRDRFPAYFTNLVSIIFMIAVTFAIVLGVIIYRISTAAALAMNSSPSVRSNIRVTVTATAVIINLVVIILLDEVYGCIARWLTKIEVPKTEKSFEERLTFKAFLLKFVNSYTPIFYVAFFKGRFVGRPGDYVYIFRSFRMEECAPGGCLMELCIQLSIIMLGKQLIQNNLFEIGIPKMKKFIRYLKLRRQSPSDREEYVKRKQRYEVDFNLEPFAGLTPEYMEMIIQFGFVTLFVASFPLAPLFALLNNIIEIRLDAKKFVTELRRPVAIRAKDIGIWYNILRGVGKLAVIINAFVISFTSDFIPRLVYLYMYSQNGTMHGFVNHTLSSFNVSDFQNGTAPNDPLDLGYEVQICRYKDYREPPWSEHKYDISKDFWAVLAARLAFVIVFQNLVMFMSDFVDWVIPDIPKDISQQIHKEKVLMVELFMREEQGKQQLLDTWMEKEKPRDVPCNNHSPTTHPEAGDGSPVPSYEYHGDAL
# * marks the source's active call; other numbers are inactive results; i = inactive. An excerpt, so the mix of outcomes need not match the whole.
SMILES,TMEM16A act
CC(=O)c1ccccc1NC(=O)COC(=O)c1cc(C)oc1C,i
O=C(COc1ccccc1[N+](=O)[O-])NCC1(N2CCOCC2)CCCCC1,i
O=C(Cn1nc(-c2ccccc2)oc1=O)OCC(=O)c1ccc(F)c(F)c1,i
CC(=O)C1CCC2C3CCC4=CC(=O)C=CC4(C)C3CCC12C (centres undefined),i
COc1cc2cc(CCCOC(=O)c3cc(OC)c(OC)c(OC)c3)oc(=O)c2cc1OC,i
Nc1nc(SCC(=O)Nc2cc(Cl)c(Cl)cc2Cl)n[nH]1,i
COc1ccc(OC)c(NC(=O)CN2C(=O)NC(C)(c3ccc4c(c3)OCCO4)C2=O)c1 (centres undefined),i
Cc1ccc(S(=O)(=O)N2CCN(CC(=O)Nc3ccnn3C3CCCC3)CC2)cc1,i
C[C@@H]1O[C@@H](OC[C@H]2O[C@@H](Oc3cc(O)c4c(=O)cc(-c5ccc(O)c(O)c5)oc4c3)[C@H](O)[C@@H](O)[C@@H]2O)[C@H](O)[C@H](O)[C@H]1O,i
CCN(CC(=O)Nc1ccc(NC(C)=O)cc1)C(=O)CSC(=S)N1CCCC1,i
COC(=O)c1cnc(N)s1,i
CCN(CC)S(=O)(=O)c1ccc(NC(=O)c2ccc(OCC3CCCO3)cc2)cc1 (centres undefined),i
COc1ccc(N(C)S(=O)(=O)c2ccc(Cl)c(C(=O)NCC(C)(C)N3CCOCC3)c2)cc1,i
C#CCC(NC(=O)c1ccc(C#N)cc1)C(=O)NCCC (centres undefined),i
O=C(O)c1cccc2c1-c1ccc([N+](=O)[O-])cc1C2=O,i
COc1ccc(C(=O)NNC(=O)c2ccc3ccccc3n2)cc1,i
O=C(COC(=O)CC1CC2CCC1C2)Nc1ccc(F)cc1Cl (centres undefined),i
CN(c1ccccc1)S(=O)(=O)c1ccc(Cl)c(C(=O)OCC(=O)c2c(N)n(C)c(=O)n(C)c2=O)c1,i
CCC(C)N(C(=O)CSc1nnnn1-c1ccccc1OC)C1CCS(=O)(=O)C1 (centres undefined),i
Cc1ccc(S(=O)(=O)Oc2ccccc2[N+](=O)[O-])cc1,i

# In another format: results already given.
SMILES	TMEM16A act
O=C(COc1ccccc1[N+](=O)[O-])NCC1(N2CCOCC2)CCCCC1	i
O=C(Cn1nc(-c2ccccc2)oc1=O)OCC(=O)c1ccc(F)c(F)c1	i
CC(=O)C1CCC2C3CCC4=CC(=O)C=CC4(C)C3CCC12C (centres undefined)	i
COc1cc2cc(CCCOC(=O)c3cc(OC)c(OC)c(OC)c3)oc(=O)c2cc1OC	i
Nc1nc(SCC(=O)Nc2cc(Cl)c(Cl)cc2Cl)n[nH]1	i
COc1ccc(OC)c(NC(=O)CN2C(=O)NC(C)(c3ccc4c(c3)OCCO4)C2=O)c1 (centres undefined)	i
Cc1ccc(S(=O)(=O)N2CCN(CC(=O)Nc3ccnn3C3CCCC3)CC2)cc1	i
C[C@@H]1O[C@@H](OC[C@H]2O[C@@H](Oc3cc(O)c4c(=O)cc(-c5ccc(O)c(O)c5)oc4c3)[C@H](O)[C@@H](O)[C@@H]2O)[C@H](O)[C@H](O)[C@H]1O	i
CCN(CC(=O)Nc1ccc(NC(C)=O)cc1)C(=O)CSC(=S)N1CCCC1	i
COC(=O)c1cnc(N)s1	i
CCN(CC)S(=O)(=O)c1ccc(NC(=O)c2ccc(OCC3CCCO3)cc2)cc1 (centres undefined)	i
COc1ccc(N(C)S(=O)(=O)c2ccc(Cl)c(C(=O)NCC(C)(C)N3CCOCC3)c2)cc1	i
C#CCC(NC(=O)c1ccc(C#N)cc1)C(=O)NCCC (centres undefined)	i
O=C(O)c1cccc2c1-c1ccc([N+](=O)[O-])cc1C2=O	i
COc1ccc(C(=O)NNC(=O)c2ccc3ccccc3n2)cc1	i
O=C(COC(=O)CC1CC2CCC1C2)Nc1ccc(F)cc1Cl (centres undefined)	i
CN(c1ccccc1)S(=O)(=O)c1ccc(Cl)c(C(=O)OCC(=O)c2c(N)n(C)c(=O)n(C)c2=O)c1	i
CCC(C)N(C(=O)CSc1nnnn1-c1ccccc1OC)C1CCS(=O)(=O)C1 (centres undefined)	i
Cc1ccc(S(=O)(=O)Oc2ccccc2[N+](=O)[O-])cc1	i

# Following part
SMILES,TMEM16A act
O=C(COC(=O)CCS(=O)(=O)c1ccccc1)Nc1ccc(N2CCCCC2)cc1,i
Cc1c(C)c([N+](=O)[O-])c(C)c(C)c1N,i
CCN(CC)S(=O)(=O)c1ccc(N2CC(C(=O)N3Cc4ccccc4CC3C(N)=O)CC2=O)cc1 (centres undefined),i
CCOc1ccc(S(=O)(=O)N2CCCCC2)cc1NC(=O)c1ccccc1,i
Cc1ccc(C(=O)OCC(=O)NC2CC2)s1,i
NC(=O)C1CCN(C(=O)c2ccc(Cl)c(S(=O)(=O)NCc3ccco3)c2)CC1,i
COc1ccc(CN2C(=O)c3ccccc3C2=O)cc1C(=O)N(C)CC(=O)Nc1c(C)cccc1C,i
c1ccc2cc(CCO[C@H]3CCCCO3)ncc2c1,i
COc1cc(OC)cc(C(=O)NC2CC3CCC(C2)N3C)c1 (centres undefined),i
Clc1ccccc1NCSC1=NCCS1,i
CC1CCCC(C)N1C(=O)COC(=O)c1cccc(S(=O)(=O)N(C)c2ccccc2)c1 (centres undefined),i
CCOC(=O)C1=C(CC)Nc2ccccc2N=C1NC(=O)c1ccc(C)c(S(=O)(=O)N2CCOCC2)c1,i
O=C(O)c1ccccc1C(=O)c1ccc(F)c(F)c1,i
CCOC(=O)N1CCC(NC(=O)CCc2c(C)nc3c(c(C)nn3-c3ccccc3)c2C)CC1,i
O=C(Nc1cccc(S(=O)(=O)N2CCCCCC2)c1)c1cncc(Br)c1,i
O=C(CSc1cc(Cl)ccc1Cl)NCCN1C(=O)CSC1=O,i
COc1ccc(NC(=S)NC(=O)c2ccc3c(c2)OCCO3)cc1,i
Cc1ccc(C)c(OCCC(=O)OCC(=O)NNC(=O)c2ccccc2)c1,i
O=C(Nc1cccc(S(=O)(=O)N2CCOCC2)c1)c1cccc(S(=O)(=O)N2CCCC2)c1,i
O=C(OCC(=O)c1ccccc1)C1=NN(c2ccccc2)C(=O)CC1,i
Cc1noc(C)c1NC(=O)N(C)C[C@H]1Oc2ccc(NC(=O)NC(C)C)cc2C(=O)N([C@H](C)CO)C[C@H]1C,i
CN(CC(=O)Nc1ccccc1C(=O)NC1CC1)Cc1ccc(Cl)s1,i
CC(Cc1ccccc1)N(C)C(=O)CN1C(=O)c2ccccc2C1=O (centres undefined),i
Cc1cccc(N2CCN(C(=O)c3ccccc3SCC(=O)N3CCCC3)CC2)c1C,i
COc1cccc(NC(=O)C(C)OC(=O)c2n[nH]c3ccccc23)c1 (centres undefined),i
O=C(CSc1nc2ccccc2c(=O)n1CCCO)Nc1ccc2c(c1)OCCO2,i
CCOc1cc(C=NNC(=O)c2cccc(S(=O)(=O)N3CCCC3)c2)ccc1O,i
CC(C)Oc1ccc(S(=O)(=O)N2CCCCC2)cc1NC(=O)CN1CCCC1c1cccs1 (centres undefined),i
COc1ccc(NS(=O)(=O)c2cc(NC(=O)Cc3n[nH]c(=O)c4ccccc34)ccc2OC)cc1,i
CCOC(=O)C(NC(=O)c1ccccc1)C(C)(C)SCc1ccccc1 (centres undefined),i
O=C(N=C1SC2CS(=O)(=O)CC2N1c1ccccc1)c1ccccc1 (centres undefined),i
O=C(O)c1ccccc1NS(=O)(=O)c1ccc(N/N=C/c2ccc(O)c(O)c2)c([N+](=O)[O-])c1,i
COCCN(C(=O)C1CC(=O)N(Cc2ccccc2)C1)c1nc(-c2ccc([N+](=O)[O-])cc2)cs1 (centres undefined),i
COc1ccc(-c2cc(C(=O)OCC(=O)N3CCCCC3)c3ccccc3n2)cc1OC,i
CCCCCC(=O)Nc1ccc(S(=O)(=O)NC2=NCCCCC2)cc1,i
NC(=O)C1CCN(C(=O)c2ccc(F)c(S(=O)(=O)N3CCOCC3)c2)CC1,i
COc1ccc(NS(=O)(=O)c2cc([N+](=O)[O-])ccc2NN=Cc2ccccc2OCC(=O)O)cc1,i
C[C@@H]1CN([C@@H](C)CO)C(=O)c2cc(NC(=O)CCC(F)(F)F)ccc2O[C@H]1CN(C)S(=O)(=O)c1ccc(Cl)cc1,i
CCN(CC(=O)Nc1ccc(NC(C)=O)cc1)C(=O)c1ccc(COc2ccc(C(C)(C)C)cc2)cc1,i
Nc1ncnc2[nH]c(=S)[nH]c12,i
NS(=O)(=O)c1ccc(CNC(=O)Cn2nc(C(F)F)cc2C(F)F)cc1,-4.6*
COc1ccc(-c2cc(=O)[nH]c3ccccc23)cc1,i
Cc1ccc2c(c1)C1CN(C)CCC1N2S(=O)(=O)c1cccc(F)c1 (centres undefined),i
O=C(COC(=O)c1ccc([N+](=O)[O-])o1)Nc1ccc2c(c1)OCO2,i
CC(C)NC(=O)N(C)C[C@H]1Oc2ccc(NS(=O)(=O)c3ccccc3)cc2C(=O)N([C@H](C)CO)C[C@H]1C,i
CNc1ncnc(Sc2nc(N)nc3nc[nH]c23)c1[N+](=O)[O-],i
O=C(O)C1C2CC3OC(=O)C1C3C2 (centres undefined),i
COc1ccc(CC(=O)NCc2ccc(F)cc2)cc1S(=O)(=O)N1CCOCC1,i
O=c1oc(CCCO)cc2ccc(C#Cc3cccnc3)cc12,i
Cc1csc(=O)n1CC(=O)OC(C)C(=O)Nc1ccc(N(C)C)cc1 (centres undefined),i
COC(=O)C1=C(C)N(Cc2ccccc2)C(=NCc2cccc(Cl)c2)N[C@H]1c1ccccc1,i
CS(=O)(=O)c1ccc(N2CCN(S(=O)(=O)c3cccs3)CC2)c([N+](=O)[O-])c1,i
CCCn1c(N)c(N2CCCCC2)c(=O)n(CC(=O)Nc2ccc(C(C)=O)cc2)c1=O,i
O=C(CSc1nnc(Cc2ccccc2)o1)Nc1ccc(N2CCOCC2)cc1,i
CCC[C@@H]1CCCC/C=C\CCCC(=O)OCCN1C(=O)OC(C)(C)C,i
CC1CCCCN1C(=O)COC(=O)CSc1ccc(C(N)=O)cc1[N+](=O)[O-] (centres undefined),i
COc1cc2c(c(OC)c1OC)C(c1ccc3c(c1)OCO3)CC(=O)O2 (centres undefined),i
Cc1noc(C)c1NC(=O)N(C)C[C@H]1Oc2ccc(NC(=O)C3CC3)cc2C(=O)N([C@H](C)CO)C[C@@H]1C,i
O=S(=O)(/N=C(/Nc1nccs1)c1ccc(F)cc1)c1ccccc1,i
CN(C)S(=O)(=O)c1ccc(NC(=O)CN2C(=O)NC(Cc3ccccc3)C2=O)cc1 (centres undefined),i

# Other structures.
SMILES,TMEM16A act
CC(C(=O)Nc1ccc2c(c1)OCO2)N(C)CC(=O)Nc1ccccc1Cl (centres undefined),i
Cc1ccc2nc(N3C(=O)C(O)=C(C(=O)c4ccc(C)o4)C3c3ccc(O)cc3)sc2c1 (centres undefined),i
CC(C)CN(C(=O)CSc1ncnc2sccc12)C1CCS(=O)(=O)C1 (centres undefined),i
O=C(NNC(=O)c1cc(S(=O)(=O)N2CCOCC2)c(Cl)cc1Cl)c1ccccc1F,i
COc1ccc(C(CNC(=O)C2CC(=O)N(Cc3ccccc3)C2)N2CCCC2)cc1 (centres undefined),i
COc1cc(OC)cc(-c2c(-c3cccs3)c3cc(-c4ccc(OC)c(OC)c4)ccc3n2C)c1,i
Cc1cc(C(=O)COC(=O)Cc2ccc(Br)cc2)c(C)n1C,i
Cc1nc(C)c(C(=O)OCC(=O)NCCc2ccc(F)cc2)s1,i
NC(=O)C1CCN(C(=O)C2CC(=O)N(c3ccc4c(c3)OCCO4)C2)CC1 (centres undefined),i
Nc1ncnc(Nc2ccccc2Oc2ccccc2)n1,i
O=C(COC(=O)c1ccc(Cl)nc1)Nc1cccc(S(=O)(=O)N2CCCCC2)c1,i
C[C@H]1CN([C@@H](C)CO)C(=O)Cc2cc(NC(=O)CCC(F)(F)F)ccc2O[C@H]1CN(C)S(C)(=O)=O,i
COc1ccc(NC(=O)c2cc(-c3ccccn3)nc3ccccc23)c(OC)c1,i
COc1cc(NC(=O)NCc2ccco2)ccc1-c1ccc(NC(=O)NCc2ccco2)cc1OC,i
O=C(COC(=O)CNC(=O)c1ccccc1)NC(=O)NC1CCCCC1,i
CCN1CCN(C(=O)c2cc(S(=O)(=O)N3CC(C)CC(C)C3)ccc2Cl)CC1 (centres undefined),i
CCCn1c(N)c(N(CCOC)C(=O)C2CCCC2)c(=O)[nH]c1=O,i
Cc1cccc(C(=O)OCC(=O)N2CC(C)CC(C)C2)c1C (centres undefined),i
CCOC(=O)C1=C(COC(=O)c2ccccc2OC)NC(=O)NC1C (centres undefined),i
COc1cccc(CN(C)C(=O)c2cccc(S(=O)(=O)Nc3cccc(C)c3)c2)c1OC,i
Cc1c(NS(=O)(=O)c2cccc(C(=O)NCc3cccc(Cl)c3)c2)c(=O)n(-c2ccccc2)n1C,i
C[C@H](CO)N1C[C@H](C)[C@H](CN(C)S(=O)(=O)c2cn(C)cn2)Oc2ccc(NC(=O)Nc3ccc(C(F)(F)F)cc3)cc2CC1=O,i
CC(Sc1nnc(C2CC2)n1C1CC1)C(=O)c1ccc(Br)cc1 (centres undefined),i
CCOC(=O)N1CCN(S(=O)(=O)c2ccc3c(c2)NC(=O)CO3)CC1,i
O=C(Nc1ccccc1Cl)O/N=C/c1ccc(F)cc1,i
COc1cccc(C=NNc2ccc([N+](=O)[O-])cn2)c1OC,i
COc1ccc(C(CNC(=O)C2COc3ccccc3O2)N2CCCC2)cc1 (centres undefined),i
COc1cc(-c2ccc(Nc3ccccc3C(=O)O)c(OC)c2)ccc1Nc1ccccc1C(=O)O,i
CCCCCCCCCCCCCCCC[N+](C)(C)Cc1ccc(F)cc1,i
COc1cc(OC)c(C(=O)NNC(=O)c2ccccc2-n2cccc2)cc1OC,i
Nc1cc(S(=O)(=O)Nc2ccccc2Cl)ccc1N1CCCCC1,i
COc1ccc(Cl)cc1C=CC=Nc1ccc(S(N)(=O)=O)cc1,i
O=C(COC(=O)c1cc2ccccc2o1)NCc1ccco1,i
CC1CCCC(NC(=O)COC(=O)COc2cccc(F)c2)C1C (centres undefined),i
CCOc1ccccc1OCCCC(=O)NNC(=O)c1cc(C)oc1C,i
CC1CCN(S(=O)(=O)c2ccc(NC(=O)[C@@H]3CCCN3C(=O)c3cccs3)cc2)CC1,i
COc1cc2c(cc1OC)C(O)C(O)(CO)C(C(=O)O)C2c1cc(OC)c(OC)c(OC)c1 (centres undefined),i
